# High-throughput results from PubChem BioAssay.
# HT1080 cytotoxicity = cytotoxicity in HT1080 fibrosarcoma cells, cell-based, fluorescence readout (AID 620) | cytotoxicity, % at 10 µM, or EC50 in µM where a hit was titrated | 87,000 tested, 0.42% active | HT1080 viability, fluorescence; higher % means a stronger effect;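 note: cells exposed to compound overnight then 4 h with Alamar Blue; 0% = vehicle DMSO and 100% = killing control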
# PMK inhibit = S. pneumoniae PMK inhibition | purified PMK, PK/LDH-coupled NADH absorbance 340 nm | inhibition, % at 10 µM | 65,000 tested, 0.49% active | AID 539;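 active = top-ranked compounds by inhibition in the single 10 µM screen, taking a fixed number of the strongest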;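 note: 0% = full reaction with DMSO carrier and 100% = background rate without enzyme reaction; no value below 0 was filed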
# HPDE-C7 viability = HPDE-C7 pancreatic duct cell viability loss – fluorescence, HTS (AID 430); HPDE-C7 pancreatic duct cells viability, fluorescence; higher % means a stronger effect; 63,000 tested, 1.8% active; one-dose cytotoxicity, % at 10 µM; EC50 in µM for titrated hits;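 note: cells exposed to compound for 48 hours before viability readout; 0% = vehicle and 100% = reference cytotoxic drug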
# Spn DPM-DC inh = S. pneumoniae DPM-DC inhibition | calls only at 10 µM | AID 556 | purified DPM-DC, PK/LDH coupled NADH fluorescence | 65,000 tested, 0.49% active;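 active = the 320 compounds with the highest percent inhibition in the single-dose primary screen, excluding strongly autofluorescent ones, cut at about 32% in these data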;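 note: kinetic rate of NADH fluorescence loss reporting ADP formed by the decarboxylase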
# TNAP inhibition = inhibition of tissue-nonspecific alkaline phosphatase – biochemical, luminescent (AID 518) | purified TNAP enzyme, luminescent substrate readout; higher % means a stronger effect | 64,000 tested, 0.09% active | inhibition, % at 20 µM; hits with a dose series show IC50 in µM; in the data active = a potency from the dose series; inactive = the rest, 99 in 100 with inhibition below about 22%;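 note: plate controls were vehicle for no effect and reference inhibitor for full effect; many of its hits are not listed in these tables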
# KRASV12 cytotoxicity = cytotoxicity in KRAS-transformed pancreatic duct cells, primary screen, cell-based, fluorescence, HTS (AID 431); HPDE-C7K KRASV12 cells, Alamar Blue viability, 48 h; higher % means a stronger effect; cytotoxicity, % at 10 µM, or EC50 in µM where a hit was titrated; 63,000 tested, 1.7% active;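 active = compounds whose percent cytotoxicity in the single-dose primary screen, scaled between solvent and toxic-drug controls, exceeds 50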;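 note: 0% = DMSO solvent wells and 100% = doxorubicin-treated wells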
# Spn MK inh = blocks S. pneumoniae mevalonate kinase. purified MK, PK/LDH-coupled NADH absorbance 340 nm. inhibition, % at 10 µM. 65,000 tested, 0.48% active. AID 555;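 active = ranked among the strongest by inhibition in the single 10 µM screen, a fixed top-ranked set picked for dose follow-up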; note: no value below 0 was filed
# LYP phosphatase = inhibition of human PTPN22 tyrosine phosphatase – biochemical, DiFMUP fluorescence, recombinant catalytic domain, 10 µM, primary screen (AID 606). recombinant LYP catalytic domain, DiFMUP fluorescence; higher % means a stronger effect. inhibition, % at 10 µM, or IC50 in µM where a hit was titrated. 52,000 tested, under 10 active;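 active = IC50 under 40 µM in the dose-response test; inactive = IC50 of 40 µM or more, or never dose-tested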
# Bfl-1 displacement = Bfl-1 inhibitors, primary screen, biochemical, fluorescence polarization, FITC-Bid, mouse (AID 432); FITC-Bid BH3 peptide fluorescence polarization displacement; higher % means a stronger effect; displacement, % at 20 µM; hits with a dose series show IC50 in µM; 64,000 tested, 0.02% active; in the data active = a potency from the dose series; inactive = the rest, 99 in 100 with displacement below about 15%; note: strong numbers were not always called active
# PMK inhibit pilot replicates = also measured in PMK inhibit; calls as there; inhibition, %; measured here: pilot screen replicates
# Spn MK inh pilot replicates = second read-out of Spn MK inh, no call of its own (marks repeat the call); inhibition, %; measured here: pilot screen replicates
# Spn DPM-DC inh pilot screen % = further read-out of Spn DPM-DC inh, marked with its call; inhibition, %; measured here: pilot screen trials
# * = called active by the depositor; i = inactive; x = not tested or not shown. Cut-off read from the data, not from the text of the source, unless noted: active = cytotoxicity above about 50%; inactive = the rest.
SMILES,HT1080 cytotoxicity,PMK inhibit,HPDE-C7 viability,Spn DPM-DC inh,TNAP inhibition,KRASV12 cytotoxicity,Spn MK inh,LYP phosphatase,Bfl-1 displacement,others
Cc1cc(C)c2cc(CN(CC3CCCO3)S(=O)(=O)c3ccc4c(c3)OCCO4)c(=O)[nH]c2c1 (stereo not drawn),0%,13,15%,i,13%,18%,12,0%,0%,
COc1ccc2cnn(-c3ccccc3C)c(=O)c2c1OC,-4%,2,5%,i,11%,-5%,6,-3%,-10%,PMK inhibit pilot replicates=0.0;Spn MK inh pilot replicates=0.0;Spn DPM-DC inh pilot screen %=1.0
O=C(NCCc1csc(-c2ccccc2)n1)c1cccs1,-4%,0,-6%,i,9%,-2%,3,1%,-5%,
Cc1ccc(C(C(=O)NC2CCCC2)N(C(=O)c2csnn2)C2CCCC2)o1 (stereo not drawn),4%,11,-1%,i,16%,-4%,10,3%,3%,
CCCS(=O)(=O)c1nc(S(=O)(=O)c2ccc(C)cc2)c(NCCN2CCOCC2)s1,-8%,11,2%,i,10%,11%,5,-6%,-4%,
CCn1cc(C(=O)O)c(=O)c2cnc(N3CCN(C(=O)Nc4cccc5ccccc45)CC3)nc21,-2%,9,4%,i,9%,-12%,7,4%,-2%,
CCOCCc1nnc(NC(=O)c2cccs2)s1,-8%,0,-11%,i,6%,-9%,3,-3%,-4%,
CSc1nsc(SC)c1C(=O)N1CCN(S(=O)(=O)c2ccc(C)cc2)C1C (stereo not drawn),0%,6,6%,i,-4%,5%,3,-1%,-3%,
O=S(=O)(NCc1ccncc1)c1ccc(Br)s1,9%,0,-10%,i,9%,-13%,3,22%,-10%,
CC1CCCCN1Cc1nc2c(c(=O)n(C)c(=O)n2C)n1CCc1ccccc1 (stereo not drawn),0%,13,x,i,x,x,15,x,x,
CCOC(=O)c1cc2sccc2n1CC(=O)Nc1ccc2c(c1)OCCO2,-3%,13,-9%,i,0%,-9%,4,7%,-6%,PMK inhibit pilot replicates=2.0;Spn MK inh pilot replicates=0.0;Spn DPM-DC inh pilot screen %=0.5
Cc1c(Cl)cccc1NC(=O)NC1CCCCC1,-8%,3,3%,i,8%,-8%,6,-4%,3%,
Fc1ccccc1CSc1nnnn1-c1ccc2c(c1)OCO2,-2%,0,-2%,i,19%,2%,0,16%,-1%,
COc1ccc(-c2nnc(SCC(=O)N3CCOCC3)o2)cc1OC,0%,18,11%,i,16%,4%,6,9%,-8%,PMK inhibit pilot replicates=0.0;Spn MK inh pilot replicates=2.0;Spn DPM-DC inh pilot screen %=0.0
Cn1c(=O)c2c(nc(Oc3ccccn3)n2C)n(C)c1=O,30%,18,-12%,i,12%,-18%,19,7%,-7%,
CC(=O)C1=C(NC(=O)c2ccccc2F)C[C@@H]2[C@H]1C2(C)C,-7%,8,-8%,i,18%,-4%,0,-4%,-12%,PMK inhibit pilot replicates=0.5;Spn MK inh pilot replicates=0.0;Spn DPM-DC inh pilot screen %=2.5
COc1ccc(-n2nc3c(c2NC(=O)Cc2cccc(C)c2)CS(=O)C3)cc1 (stereo not drawn),0%,5,-6%,i,3%,5%,6,3%,2%,
O=C1NCC(CN(c2ccccc2)c2ccccc2)O1 (stereo not drawn),-5%,5,6%,i,13%,-5%,1,11%,-3%,
CCN=C1SC(C(=O)Nc2cccc(C(=O)O)c2)CC(=O)N1CC (stereo not drawn),-5%,4,-7%,i,2%,-8%,4,3%,-2%,
CCOC(=O)c1ccccc1NC(=O)Cn1cnc2c1c(=O)n(C)c(=O)n2C,6%,10,3%,i,3%,-3%,7,12%,0%,
O=C(Cn1cnc2c(nnn2Cc2ccc(F)cc2)c1=O)N1CCN(c2ccccc2)CC1,-7%,18,6%,i,4%,10%,6,16%,-7%,
CC(=O)C(Sc1nc(-c2ccco2)nc2c1c(=O)n(C)c(=O)n2C)C(=O)N(C)C (stereo not drawn),0%,14,0%,i,6%,-2%,3,7%,0%,
CCCCn1cnc2sc3c(c2c1=N)CCCC3,-4%,2,-8%,i,7%,-8%,10,9%,-4%,
CCCCN(C)C(=O)c1cn(C)c2ccc(S(=O)(=O)N(C)C)cc2c1=O,4%,6,13%,i,10%,8%,6,15%,-4%,PMK inhibit pilot replicates=2.5;Spn MK inh pilot replicates=2.0;Spn DPM-DC inh pilot screen %=10

# Pulled by structure from above (3):
SMILES,HT1080 cytotoxicity,PMK inhibit,HPDE-C7 viability,Spn DPM-DC inh,TNAP inhibition,KRASV12 cytotoxicity,Spn MK inh,LYP phosphatase,Bfl-1 displacement,others
COc1ccc(-c2nnc(SCC(=O)N3CCOCC3)o2)cc1OC,0%,18,11%,i,16%,4%,6,9%,-8%,PMK inhibit pilot replicates=0.0;Spn MK inh pilot replicates=2.0;Spn DPM-DC inh pilot screen %=0.0
CC1CCCCN1Cc1nc2c(c(=O)n(C)c(=O)n2C)n1CCc1ccccc1 (stereo not drawn),0%,13,x,i,x,x,15,x,x,
CCCCN(C)C(=O)c1cn(C)c2ccc(S(=O)(=O)N(C)C)cc2c1=O,4%,6,13%,i,10%,8%,6,15%,-4%,PMK inhibit pilot replicates=2.5;Spn MK inh pilot replicates=2.0;Spn DPM-DC inh pilot screen %=10

# Going on with the list.
SMILES,HT1080 cytotoxicity,PMK inhibit,HPDE-C7 viability,Spn DPM-DC inh,TNAP inhibition,KRASV12 cytotoxicity,Spn MK inh,LYP phosphatase,Bfl-1 displacement,others
Clc1ccc(-c2cn3c(n2)CCC3)cc1,-1%,7,20%,i,15%,27%,6,x,-4%,
O=C(NC(Cc1ccccc1)C(=O)O)c1ccccc1 (stereo not drawn),5%,12,-2%,i,4%,-6%,4,-1%,2%,
O=C1OCc2ccc(NC(=O)C3CCCCC3)cc21,4%,0,-15%,i,17%,-10%,0,7%,3%,
COc1ccccc1CNS(=O)(=O)c1cccc(S(=O)(=O)N2CCOCC2)c1,2%,10,6%,i,3%,3%,4,-7%,3%,PMK inhibit pilot replicates=3.0;Spn MK inh pilot replicates=0.0;Spn DPM-DC inh pilot screen %=0.0
COC(=O)[C@H](Cc1ccccc1)NC(=O)NCC1CCCO1 (stereo partly drawn),-4%,6,8%,i,6%,22%,10,6%,-5%,
CCC1Oc2ccccc2N(CC(=O)NCCC2=CCCCC2)C1=O (stereo not drawn),-4%,20,1%,i,4%,-5%,3,x,-4%,
CC(=O)Nc1ccc(S(=O)(=O)N2CCC(c3nc4ccccc4[nH]3)CC2)cc1,6%,14,7%,i,16%,11%,13,-2%,5%,PMK inhibit pilot replicates=2.5;Spn MK inh pilot replicates=0.0;Spn DPM-DC inh pilot screen %=0.5
COc1cc(NC(=O)Nc2ccccc2)c(OC)cc1NC(=O)CN1CCCCC1,5%,9,6%,i,2%,-3%,3,10%,5%,
O=C(C1=C(O)C(=O)N(c2ncccn2)C1c1cccs1)c1ccco1 (stereo not drawn),0%,0,-14%,i,15%,-3%,8,3%,35%,
COc1ccc(CNC(=O)Cn2nc(-c3ccc4c(c3)OCCO4)ccc2=O)cc1,x,3,-11%,i,11%,-10%,4,5%,1%,
Cc1cc(C(=O)COc2nncc3ccccc23)c(C)n1C,-2%,14,0%,i,7%,0%,1,x,0%,
COc1ccccc1NC(=O)C1CCCN1C(=O)NCc1ccccc1 (stereo not drawn),-3%,12,7%,i,0%,6%,1,-8%,-3%,
CC(=O)c1ccc(Cc2cnc(N)s2)cc1,-2%,14,10%,i,10%,4%,10,12%,-12%,
CCC(C)(C(=O)NC1CCCCC1)N(Cc1ccco1)C(=O)CC1NC(=O)NC1=O (stereo not drawn),17%,10,-4%,i,2%,-6%,8,5%,0%,
O=C(c1cc2cc3ccc(Cl)cc3nc2o1)N1CCN(Cc2ccc3c(c2)OCO3)CC1,-6%,13,0%,i,12%,-4%,0,14%,-5%,
Cc1cc(N2CCN(C)CC2)nc2ccc(NC(=O)CCC(=O)NCCC3=CCCCC3)cc12,-1%,11,-1%,i,7%,1%,3,x,0%,
c1ccc2[nH]c(SCc3cscn3)nc2c1,3%,3,0%,i,2%,3%,8,-8%,-1%,
Cc1ccc(S(=O)(=O)Nc2ccc(S(=O)(=O)N3CCCC3)cc2)cc1,1%,8,8%,i,7%,13%,0,14%,-11%,
CCC1CCCCN1C(=O)COC(=O)c1ccc(S(=O)(=O)N2CCOCC2)cc1 (stereo not drawn),-2%,5,-5%,i,0%,-8%,2,-8%,5%,
CCCCNC(=O)CS(=O)Cc1nc(-c2cccc(Cl)c2)oc1C (stereo not drawn),-6%,7,-6%,i,1%,5%,5,10%,1%,
O=C(NCc1cccs1)c1nc2c(nnn2Cc2ccc(F)cc2)c(=O)[nH]1,-9%,10,-23%,i,0%,-21%,0,11%,-6%,
NC(=O)C1(N2CCCCC2)CCN(C(=O)c2ccc(-n3cnnn3)cc2)CC1,6%,10,-11%,i,3%,6%,6,x,-10%,
CCCN1Cc2cccc(C(=O)Nc3cc(OC)cc(OC)c3)c2C1=O,6%,12,-8%,i,10%,17%,0,6%,1%,
O=C(Nc1nc(-c2cccs2)cs1)c1ccc(S(=O)(=O)N2CCCC2)cc1,2%,11,6%,i,8%,-10%,0,2%,-1%,
Cn1ncc(N=Cc2ccccc2O)c1C(=O)Nc1ccccc1,9%,11,-8%,i,3%,-8%,0,6%,-5%,
CCn1c(CNC(=O)c2cccc(C)c2)nc2ccccc21,-3%,4,-1%,i,-1%,2%,3,x,5%,
Cc1ccc2c(CC(=O)OCn3nnc4ccccc4c3=O)coc2c1,2%,10,2%,i,12%,2%,0,x,2%,
COc1ccc(C2C(C(=O)c3sc(C)nc3C)=C(O)C(=O)N2CCN2CCOCC2)cc1 (stereo not drawn),4%,20,21%,i,17%,21%,7,2%,4%,PMK inhibit pilot replicates=3.0;Spn MK inh pilot replicates=0.0;Spn DPM-DC inh pilot screen %=2.5
CC1CN(C(=O)c2cc(F)c(F)cc2Cl)CC(C)O1 (stereo not drawn),0%,5,-34%,i,11%,-24%,8,12%,-7%,
CC(C)(C)c1cccc(/C=N/O)c1O,11%,15,6%,i,14%,-3%,0,x,3%,
CCc1nnc(NC(=O)CSc2nnc(CNc3cccc(C)c3)n2-c2ccccc2)s1,-15%,8,-6%,i,7%,18%,0,x,-3%,
Cc1oc(C)c2c(=O)ccc3c(c12)OC(N)=C(C#N)C3c1ccc(F)cc1 (stereo not drawn),4%,14,10µM*,i,10%,9.6µM*,9,x,3%,
N#CNC(N)=Nc1cccc(Cl)c1,10%,9,21%,i,7%,37%,4,-18%,-12%,
CC(=O)Oc1c(S(=O)(=O)c2ccc(C)cc2)c(C)nn1C(C)(C)C,-10%,14,13%,i,2%,3%,5,2%,-6%,
Cc1cc(C(F)(F)F)nn1CC(=O)N1CCCCC1C (stereo not drawn),-2%,14,-3%,i,4%,-5%,6,x,-4%,
